Tat export inh = blocks Tat-dependent protein export in E. coli; AID 488895; E. coli MC4100 TorA-mCherry Tat export, fluorescence; inhibition, % at 10 µM; 340,000 tested, 0.036% active;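 active means mean replicate inhibition at least 50% and at least half of replicates individually reaching 50%; inconclusive means only one of the two criteria met; inactive means neither criterion met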;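 further: exported cargo escapes ClpAP degradation while cytoplasmic cargo is degraded and loses fluorescence; 0% = median of neutral control wells and 100% = median of NaSCN control wells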
Wnt act = activators of Wnt/beta-catenin signaling; Wnt/beta-catenin reporter cell assay, activator, plate reader; 300,000 tested, 1.2% active; activation, % at 9.35 µM; in the data active means activation above about 30%, passing the limit was not always enough; inconclusive means no clear call, values can overlap the other calls;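 further: 0% = neutral control wells and 100% = positive control wells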
CAL PDZ FP-1 = inhibitors of human CAL PDZ peptide binding. Q9HD26. AID 602252. purified CAL PDZ, TMR-peptide fluorescence polarization, 1 h. 300,000 tested, 0.92% active. inhibition, % at 24.9 µM;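 active means mean inhibition of at least 30% with at least half of replicates also reaching 30%; inconclusive means no clear call, values can overlap the other calls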;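 further: 0% = DMSO neutral control and 100% = excess unlabeled competitor peptide PRC23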
CAL PDZ FP-2 = inhibitors of human CAL PDZ peptide binding. Q9HD26. purified CAL PDZ, TMR-peptide fluorescence polarization, 1 h. inhibition, % at 20 µM. 330,000 tested, 0.02% active. AID 504414;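 active means highest replicate inhibition of at least 40%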;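 further: plate controls were DMSO neutral control wells for no effect and unlabeled competitor peptide control wells for full effect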
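Material: tagged CAL PDZ protein CerCALP, purified; buffer or medium: sodium phosphate/NaCl buffer pH 7.4 with TCEP, IgG, Thesit; also added: fluorescent TMR peptide probe; schedule: 1 h incubation at room temperature before polarization reading; technique: fluorescence polarization from S- and P-plane intensities, G-factor corrected; control set: unlabelled peptide and DMSO controls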
dFosB activator = enhances mouse delta FosB homodimer DNA binding; P13346; purified delta FosB, TAMRA-CDK5 oligo fluorescence polarization; percent of positive-control signal above neutral wells; activation, % at 25 µM; 340,000 tested, 0.99% active; AID 493131;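 active means mean activation above about 17%, with every replicate also reaching it, limit read from the data, passing the limit was not always enough; inconclusive means only one of the two conditions met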;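 further: fluorescence polarization rise as delta FosB binds a TAMRA Cdk5 AP-1 oligo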
Target sequence (P13346 whole entry, looked up): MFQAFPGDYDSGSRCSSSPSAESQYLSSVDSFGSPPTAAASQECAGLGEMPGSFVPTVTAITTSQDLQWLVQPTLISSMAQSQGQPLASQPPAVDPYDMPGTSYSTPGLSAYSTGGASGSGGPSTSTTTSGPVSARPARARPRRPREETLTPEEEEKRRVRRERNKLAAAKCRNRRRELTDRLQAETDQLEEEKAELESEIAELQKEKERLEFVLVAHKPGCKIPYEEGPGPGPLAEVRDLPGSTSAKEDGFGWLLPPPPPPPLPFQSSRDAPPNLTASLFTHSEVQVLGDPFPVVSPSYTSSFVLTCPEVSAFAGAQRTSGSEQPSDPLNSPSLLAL
MITF TRPM1 HTS = MITF TRPM1 promoter activation in melanoma cells. AID 588334. activation, % at 12.5 µM. SK-MEL-5 TRPM1-promoter luciferase, 24 h; % of positive control, neutral wells = 0. 300,000 tested, 0.75% active;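 active means mean activation of at least 80% with every replicate also reaching 80%; inconclusive means mean reaches 80% but some replicate falls short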;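 further: 0% = neutral control wells and 100% = parthenolide positive control wells; values of inactives mirror those of a sister screen read the other way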
RTF Ca sens act = increases calcium sensitivity of human cardiac regulated thin filaments; P19429+P45379; IANBD-labeled TnC RTF fluorescence at EC20 calcium; 0% EC20 calcium, 100% full calcium; activation, % at 7.2 µM; 340,000 tested, 0.24% active;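 active means activation above the mean over all tested compounds plus 3 SD, cut at about 30% in these data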;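 further: rise in fluorescence read as greater calcium sensitivity of cardiac thin filaments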
V-ATPase pH = alters yeast V-ATPase proton transport | S. cerevisiae, pHLuorin cytosolic pH fluorescence | response, % at 10 µM | 350,000 tested, 0.37% active | AID 504577; in the data active means response mostly above about 7.3%, no sharp cut-off; inactive means mostly below about 5.4%; further: actives read high; inactives centre near 0; some compounds called inactive have numbers as strong as hits
Rtt109 HAT inh = C. albicans Rtt109 histone acetyltransferase inhibition; Q5AAJ8; purified Rtt109/Vps75, ThioGlo CoA-SH fluorescence, 4 h; inhibition, % at 34.9 µM; 330,000 tested, 0.16% active; AID 540336;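 active means inhibition of at least 50% in every replicate; inconclusive means best replicate reaches 50% inhibition but some replicates fall short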
Target sequence (Q5AAJ8 whole entry, looked up): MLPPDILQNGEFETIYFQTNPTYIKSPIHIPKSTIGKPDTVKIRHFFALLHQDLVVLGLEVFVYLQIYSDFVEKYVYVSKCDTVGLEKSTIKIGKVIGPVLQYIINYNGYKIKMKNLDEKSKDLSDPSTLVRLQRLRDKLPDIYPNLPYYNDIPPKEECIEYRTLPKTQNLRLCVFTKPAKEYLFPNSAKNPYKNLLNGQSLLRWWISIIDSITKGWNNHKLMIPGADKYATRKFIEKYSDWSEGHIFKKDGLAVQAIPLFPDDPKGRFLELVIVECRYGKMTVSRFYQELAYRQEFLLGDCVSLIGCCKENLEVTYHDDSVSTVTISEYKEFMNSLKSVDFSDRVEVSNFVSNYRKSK
CDK5 p35 inh = inhibitors of human CDK5/p35 kinase; Q00535+Q15078; Recombinant CDK5/p35, ADP-Glo luminescence, 60 min; inhibition, % at 10 µM; 330,000 tested, 0.01% active;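 active means highest replicate inhibition of at least 50% and at least 75% of replicates reaching 50%; inconclusive means only one of the two criteria met; inactive means both criteria failed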;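 further: plate controls were DMSO neutral control for no effect and GW8510 at 10 µM for full effect; many of its hits are not listed in these tables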
Numbers without * were called inactive; ? = inconclusive; . = not tested or not shown.

Tat export inh	Wnt act	CAL PDZ FP-1	CAL PDZ FP-2	dFosB activator	MITF TRPM1 HTS	RTF Ca sens act	V-ATPase pH	Rtt109 HAT inh	CDK5 p35 inh	Structure
16	-2	-1	-1.5	0	3	0	1	-11	2.0	O=C(NCC1CCCO1)Nc1ccccc1 (stereo unspecified)
-11	-1	1	-0.5	-6	-8	4	0	3	0.1	COc1cccc(-c2nc(NCc3ccccc3)c3ccccc3n2)c1O
-7	1	0	-0.8	-4	-13	1	-1	-10	-0.4	Cc1ccc(/C=C2/SC(=S)N(CCCC(=O)Nc3cc([N+](=O)[O-])ccc3O)C2=O)cc1
-4	-4	.	-0.5	-8	-28	-14	1	0	-0.4	COc1ccc(OC)c(NC(=O)COc2coc(CN3CCCc4ccccc43)cc2=O)c1
3	-2	12	-0.7	-1	-1	0	8	8	-0.6	COc1cccc(NC(=O)C2CC(=O)n3cnnc3S2)c1 (stereo unspecified)
-5	.	-4	-0.7	-4	?	-1	0	-8	0.4	Cc1cc(C)c(OCC(=O)Nc2cccc(O)c2)cc1C
-12	0	-3	0.4	-2	-6	4	-1	8	-2.5	O=C(COc1ccccc1)NCC(c1cccs1)N1CCOCC1 (stereo unspecified)
-4	8	-1	-2.3	-3	7	1	1	9	-1.8	Cn1cc(Cl)c(C(=O)NC2CCCCCC2)n1
1	1	0	-2.1	0	-8	0	-5	-6	-0.6	Cc1ccc2c(C)c(C(=O)N(C)Cc3nccn3C)oc2c1C
-8	.	-1	-3.0	3	11	-7	-5	-5	1.3	COC(=O)c1ccc(COC(=O)c2ccc(CS(=O)(=O)c3ccc(C)cc3)cc2)cc1
4	1	7	-1.0	2	-4	-1	-4	5	0.7	CN(C)/C=C1/OC(=O)C(C#N)=C1c1ccc(Cl)cc1
0	1	-6	-1.6	-5	20	-3	1	-8	0.2	Cc1cc(C)cc(OCC(=O)Nc2cccc(S(=O)(=O)NC3=NCCC3)c2)c1
?	-2	-3	-1.9	15	-24	-4	0	-8	-0.7	O=C(NNc1ccnc2cc(Cl)ccc12)C1CCCCC1
32	-4	-2	0.1	-3	0	-6	-2	-1	-6.8	Cc1cccc(C(=O)NCc2nnc(SCC(=O)NC3CCCC3)n2C)c1
-2	4	3	-0.5	-6	32	6	-2	3	0.4	CCc1ccc2nc3sc(C(=O)O)cc3cc2c1
-11	0	-6	-2.7	1	-3	13	6	0	2.2	CCOc1ccc(OCCn2c(SCC(=O)O)nc3ccccc32)cc1
-1	11	-2	-4.6	-8	26	-2	-1	-1	0.6	Cc1occc1C(=O)N/N=C/C(Br)=C/c1ccccc1
-3	0	-3	-2.4	-6	8	4	-1	-2	-0.4	Cc1ccc(SCC(=O)NCCSCc2ccccc2)cc1
-3	.	.	-0.4	10	69	4	0	-12	-0.3	N/C(=N\OC(=O)C1CCCCC1)c1cccc([N+](=O)[O-])c1
-3	16	-2	-2.5	5	65	4	-4	-15	4.9	O=C(NC1CCCCC1)c1ccc2c(c1)OCO2
1	.	-3	0.9	1	-1	-1	-2	5	-1.2	CCOC(=O)[C@@H]1[C@H]2COc3ccc(Br)cc3[C@H]2N2C(=O)N(c3ccc(F)cc3)C(=O)[C@@]12C
-1	0	-5	0.1	5	4	-1	-1	-1	1.0	O=C(CN(Cc1cccs1)S(=O)(=O)c1ccc(S(=O)(=O)N2CCCCC2)cc1)Nc1ccccc1
-1	0	-5	.	-1	17	6	0	-1	0.0	Cc1ccccc1/C=N/n1c(C2CCCCC2)n[nH]c1=S
-6	-4	-3	-3.8	-11	-2	4	0	6	0.6	C=C(Cl)COc1ccc2c(CC)cc(=O)oc2c1
5	.	2	-0.4	6	-4	-1	-6	-5	0.1	C/C(=N\NC(=O)c1cc(C2CC2)nc2ccccc12)c1ccc(C)s1
-1	-1	-6	1.6	-5	1	4	-2	4	0.5	CC1Cc2ccccc2C(CCc2ccccc2)=N1 (stereo unspecified)
-4	-1	-5	0.3	8	4	1	0	1	-1.8	O=C(c1cccs1)N1CCN(S(=O)(=O)N2CCOCC2)CC1
-7	-1	.	1.3	1	-7	-1	5	-2	-0.1	CCCN(C(=O)COC(=O)c1nc2nccc(C)n2n1)C1CCS(=O)(=O)C1 (stereo unspecified)
5	-1	2	-0.6	-4	-16	-7	1	26	-0.4	CCN(Cc1ccccc1)C(=O)CCS(=O)(=O)c1ccc2c(c1)CCN2C(C)=O
0	.	1	0.2	-11	.	-2	1	22	-0.8	CC1=C(C(=O)NCCN2CCN(C)CC2)C2(CCC(C)CC2)OC1=O (stereo unspecified)

Fetched one by one from the list above, two records:
Tat export inh	Wnt act	CAL PDZ FP-1	CAL PDZ FP-2	dFosB activator	MITF TRPM1 HTS	RTF Ca sens act	V-ATPase pH	Rtt109 HAT inh	CDK5 p35 inh	Structure
-11	0	-6	-2.7	1	-3	13	6	0	2.2	CCOc1ccc(OCCn2c(SCC(=O)O)nc3ccccc32)cc1
5	.	2	-0.4	6	-4	-1	-6	-5	0.1	C/C(=N\NC(=O)c1cc(C2CC2)nc2ccccc12)c1ccc(C)s1

Some values from the list:
RTF Ca sens act result of Cc1ccccc1/C=N/n1c(C2CCCCC2)n[nH]c1=S : 6
Tat export inh result of O=C(CN(Cc1cccs1)S(=O)(=O)c1ccc(S(=O)(=O)N2CCCCC2)cc1)Nc1ccccc1 : -1

(listing goes on)
Tat export inh	Wnt act	CAL PDZ FP-1	CAL PDZ FP-2	dFosB activator	MITF TRPM1 HTS	RTF Ca sens act	V-ATPase pH	Rtt109 HAT inh	CDK5 p35 inh	Structure
-3	-2	-4	-2.5	-1	-3	-11	-3	10	0.2	O=C(Nc1ccc(Br)cc1)c1cccc(OC(=S)N2CCOCC2)c1
-2	-2	-4	-1.2	2	-6	5	3	8	0.3	Cc1ccc(C)c(NC(=O)CSc2nc(C)cs2)c1
4	35*	-4	-1.0	9	71	-1	-2	1	-1.6	CCCCOc1ccc(C(=O)Nc2ccc3c(c2)OCO3)cc1
6	-2	-6	-0.5	-6	8	-4	-1	14	.	Cc1cccc(Cn2c(Cc3ccccc3)nc3ccccc32)c1
-8	2	0	-1.7	-4	4	-5	-2	4	-1.3	Cc1noc(NS(=O)(=O)c2ccc(N/C=C/C(=O)c3ccc(F)cc3)cc2)c1C
30	0	2	-2.3	-4	.	5	6	-1	-1.0	CCCCN1C(=O)CC(C(=O)O)C1c1ccc(OC)cc1 (stereo unspecified)
-8	2	-6	.	-2	-6	4	-4	2	-1.0	Oc1ccc2cccnc2c1
-3	-3	.	0.2	-8	2	1	5	10	-0.5	O=C(CN1CCN(S(=O)(=O)c2ccccc2)CC1)Nc1ccc(N2CCOCC2)cc1
-1	17	-3	-2.7	-1	68	-4	1	0	0.4	COc1ccccc1C(=O)N/N=C/c1ccc2c(c1)OCO2
-4	.	-1	0.9	0	3	8	1	-7	-0.7	COc1ccc(Cl)cc1NC(=O)COC(=O)CCNC(C)=O
-4	1	9	-9.2	2	12	1	5	-10	0.1	CCOc1ccccc1NC(=O)CCNS(=O)(=O)c1ccccc1
4	0	3	-1.2	-8	-7	-3	2	8	0.1	CCN(CC)C(=O)CSc1nc(Cc2ccccc2)nc2ccccc12
9	.	-2	-1.8	6	.	5	-2	-2	1.1	CCn1cc(C(=O)NCC2CCCO2)c2cc(OC)c(OC)cc2c1=O (stereo unspecified)
0	-2	4	-0.4	-3	-57	-1	-2	-6	0.9	Cc1cc(C(=O)COC(=O)c2cccnc2Cl)c(C)n1CC1CCCO1 (stereo unspecified)
1	-6	-3	-3.5	0	.	4	1	3	-1.2	CSc1ncccc1C(=O)OCC(=O)NC(=O)NCCC(C)C
-8	.	-2	-1.1	8	41	-2	3	-1	1.3	O=C(CSCc1ccccc1Cl)N1CCN(c2ccccn2)CC1
0	-1	.	0.0	5	0	6	3	4	-3.4	COC(=O)[C@H](CC(C)C)NC(=O)Nc1ccccc1F
-7	.	-3	.	2	30	3	3	1	-0.6	N#Cc1nc(-c2ccccc2F)oc1N1CCCC1
0	0	7	-1.4	-9	11	0	2	5	1.1	Cc1ccccc1NC(=O)CON=C(N)c1ccccc1
11	0	13	-2.4	-18	-2	6	-3	-1	-1.9	CC(C)c1ccc(OCC(=O)Nc2cccc(C(=O)Nc3ccccc3C(=O)O)c2)cc1
3	11	-3	0.5	-10	21	1	-2	10	1.9	CCN(CC)c1ccc(C(=S)NC2CCCCC2)cc1
-1	2	-4	.	-7	-16	-4	1	-5	0.0	COc1ccccc1N1CCN(C(=O)c2cc(=O)c3cc(C)ccc3o2)CC1
17	.	17	-2.8	-2	19	12	1	3	-4.2	Cc1cccc(NC(=O)c2ccc(-n3cccn3)c([N+](=O)[O-])c2)c1
0	0	-4	-2.3	-11	5	-1	-2	4	-1.7	Cc1cc(C)nc(N/N=C2/CCSc3ccc(F)cc32)n1
2	1	-2	16	-7	-2	3	0	0	-1.0	COc1ccc(CN2CCNC(=O)C2CC(=O)N(C)Cc2nonc2C)c(F)c1 (stereo unspecified)
-8	.	1	-1.2	-3	-2	1	5	.	1.4	CCOC(=O)C1CCCN(Cc2sccc2C)C1 (stereo unspecified)
-1	6	1	-0.6	1	13	5	-6	-1	-0.1	CCCCCc1ccc(-c2cn(Cc3ccc(C)cc3)nn2)cc1
-8	1	2	-3.7	-3	5	-1	5	7	0.2	CCOC(=O)Cn1c(=O)cc(C)c2cccc(C)c21
1	-4	-3	0.3	-3	1	4	-3	6	0.6	CCn1cc(C(=O)NCCC2=CCCCC2)c(=O)c2cc(S(=O)(=O)N(C)C)ccc21
0	-1	-4	0.1	-5	-6	-5	3	0	0.7	Cc1ccc(SCC(=O)NN2C(=O)c3ccccc3C2=O)cc1
-8	1	0	-3.6	9	-2	0	4	1	-0.6	Cc1c(C(=O)NNC(=S)NCc2ccc(Cl)cc2)oc2ccccc12
-7	-3	-3	-1.1	2	-5	1	3	-8	0.7	O=C(CCNC(=O)c1ccc(Cl)cc1)Nc1ccncc1
3	-1	-3	-1.4	-8	9	-3	-2	-2	0.8	COc1ccc(-c2noc(C3CCCN(S(=O)(=O)c4cccc(Cl)c4)C3)n2)cc1OC (stereo unspecified)
15	-8	-7	-0.5	-5	3	0	2	17	0.0	CC(C)C[C@H](NC(=O)c1[nH]cnc1C(=O)N[C@@H](C)C(=O)OCc1ccccc1)C(=O)OCc1ccccc1
8	.	-3	-2.5	-18	4	-1	0	0	-2.4	COc1cccc(NC(=O)c2oc3ccccc3c2NC(=O)C(C)(C)C)c1
3	-1	-21	-1.8	-9	2	-2	-10	.	-0.9	CC(=O)c1cccc(S(=O)(=O)Nc2cc(C(F)(F)F)ccc2N2CCOCC2)c1
23	-2	-2	-1.0	0	-3	-5	4	8	-1.2	COCCNC(=O)c1onc(CSc2ccc(Cl)cc2)c1C(=O)O
2	.	.	-2.6	-26	-47	4	3	-3	0.3	Cc1ccc(OCc2ccc(C(=O)Nc3c(C)nn(Cc4c(F)c(F)c(F)c(F)c4F)c3C)o2)c([N+](=O)[O-])c1
13	.	2	1.2	-1	-14	6	1	-4	-1.9	CCOC(=O)C1=C(O)/C(=C\c2ccc(OC)c(OC)c2)N=C1C

From PubChem BioAssay
